Screens as filed in PubChem BioAssay.
IMP-1 inh – IMP-1 metallo-beta-lactamase inhibitors, primary screen, biochemical, epi-absorbance readout, Pseudomonas aeruginosa enzyme. metallo-beta-lactamase IMP-1 (Pseudomonas aeruginosa). purified IMP-1, nitrocefin hydrolysis, epi-absorbance fluorescence. inhibition, % at 5.6 µM. 290,000 compounds, 0.45% hits. AID 1556, 2009;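 active = inhibition above the mean plus 3 SD of all compounds in the same screening run, cut at about 4.5% in these data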;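 note: 0% = IMP-1 with DMSO and 100% = DMSO wells lacking enzyme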
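System – purified recombinant IMP-1 beta-lactamase · Input – IMP-1 dispensed at 0.2 nM · Timing – 15 min preincubation plus 25 min reaction at 25 °C · Signal – Epi-absorbance fluorescence, 480 nm excitation, 530 nm emission · Measure – percent IMP-1 inhibition derived from blank-referenced optical density · Controls – Enzyme-plus-DMSO low control, enzyme-free DMSO high control · Replication – singlicate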
pCIP destab – p/CIP-EGFP fusion destabilizers, primary screen, fluorescence, F442A cells | Q05BA5 | 16 h | decrease of EGFP signal, % at 10 µM | 290,000 compounds, 0.01% hits | AID 1984, 2009;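 active = EGFP signal decrease of at least 30% at 10 µM or well 3 SD below plate mean, unless failing retest; inactive = the rest, including hits failing retest or dose response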; note: some compounds called inactive have numbers as strong as hits; many of its hits are not listed in these tables
Target sequence (Q05BA5 1-1403): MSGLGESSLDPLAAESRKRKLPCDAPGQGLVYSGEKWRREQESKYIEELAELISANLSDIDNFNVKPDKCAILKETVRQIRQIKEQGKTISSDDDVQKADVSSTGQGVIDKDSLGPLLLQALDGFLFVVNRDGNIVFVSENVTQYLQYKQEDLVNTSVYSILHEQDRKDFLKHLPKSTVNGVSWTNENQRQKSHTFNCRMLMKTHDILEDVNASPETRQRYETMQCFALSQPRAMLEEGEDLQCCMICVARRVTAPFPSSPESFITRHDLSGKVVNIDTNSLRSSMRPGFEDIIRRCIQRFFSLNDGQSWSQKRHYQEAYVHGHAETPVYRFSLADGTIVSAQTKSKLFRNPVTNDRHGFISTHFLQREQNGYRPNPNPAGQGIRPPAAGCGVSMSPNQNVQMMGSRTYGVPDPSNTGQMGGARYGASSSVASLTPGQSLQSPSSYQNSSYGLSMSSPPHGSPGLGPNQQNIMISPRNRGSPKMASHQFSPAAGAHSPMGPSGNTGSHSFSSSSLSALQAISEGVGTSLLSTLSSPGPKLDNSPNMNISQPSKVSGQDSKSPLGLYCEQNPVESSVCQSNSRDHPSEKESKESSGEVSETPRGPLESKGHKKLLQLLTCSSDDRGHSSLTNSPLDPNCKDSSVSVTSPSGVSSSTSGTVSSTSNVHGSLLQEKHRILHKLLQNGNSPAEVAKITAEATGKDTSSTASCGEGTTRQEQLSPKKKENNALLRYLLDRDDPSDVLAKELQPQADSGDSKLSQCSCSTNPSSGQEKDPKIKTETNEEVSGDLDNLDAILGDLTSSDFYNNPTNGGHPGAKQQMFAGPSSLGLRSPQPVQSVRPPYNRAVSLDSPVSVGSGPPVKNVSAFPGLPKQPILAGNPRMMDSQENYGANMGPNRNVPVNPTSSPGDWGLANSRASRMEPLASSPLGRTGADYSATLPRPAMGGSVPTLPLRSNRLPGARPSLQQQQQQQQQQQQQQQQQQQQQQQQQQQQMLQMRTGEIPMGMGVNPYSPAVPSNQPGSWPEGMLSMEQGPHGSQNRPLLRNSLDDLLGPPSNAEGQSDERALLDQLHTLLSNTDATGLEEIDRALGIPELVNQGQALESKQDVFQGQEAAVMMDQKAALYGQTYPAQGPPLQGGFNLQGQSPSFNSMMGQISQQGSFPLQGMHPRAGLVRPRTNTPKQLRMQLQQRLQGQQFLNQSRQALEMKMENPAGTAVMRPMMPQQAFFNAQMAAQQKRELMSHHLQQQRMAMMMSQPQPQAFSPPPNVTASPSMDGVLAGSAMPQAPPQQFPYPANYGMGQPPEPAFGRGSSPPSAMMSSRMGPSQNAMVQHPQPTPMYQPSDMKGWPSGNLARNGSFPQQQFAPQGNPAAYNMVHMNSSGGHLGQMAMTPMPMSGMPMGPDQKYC
UBC9 SUMO inh – inhibitors of in vitro SUMOylation cascade, primary screen, biochemical, HTRF, uHTS. SUMO-conjugating enzyme UBC9 (Homo sapiens), P63279. HTRF SUMOylation assay, SAE1/SAE2 + UBC9. inhibition, % at 35 µM. 290,000 compounds, 0.36% hits. AID 2006, 2009; in the data active = inhibition above about 50%, passing the limit was not always enough; note: strong numbers were not always called active
CRFR2-BP antag – antagonists of CRF-BP/CRF-R2 complex, primary screen, cell-based, HEK293, calcium dye fluorescence, uHTS | inhibition, % at 11.8 µM | 350,000 compounds, 0.59% hits | CRF-induced calcium fluorescence | AID 588475, 2011;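 active = inhibition of the ligand-induced calcium signal above about 50% at the single tested concentration, limit read from the data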
GalR3 antag – GalR3 antagonists in HEK293 cells, primary screen, cell-based, fluorescence readout; HEK293 GalR3-CNG cAMP membrane potential fluorescence; galR3 body fused to GalR1 C-terminus; AID 651719, 2012; 360,000 compounds, 0.44% hits; inhibition, % at 3 µM; Galanin receptor type 3 (Homo sapiens), O60755;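 active = inhibition above the screen-wide average plus 3 SD, cut at about 13% in these data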;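 note: forskolin and galanin both at EC90 stimulate the cells; cAMP rise reported by CNG channel membrane potential dye signal; 0% = forskolin plus galanin with DMSO and 100% = forskolin alone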
IDE act – human IDE activators in live cells, primary screen, fluorescence polarization, HEK cells, FAbeta-B substrate; Insulin-degrading enzyme (Homo sapiens), P14735; FAbeta-B cleavage; 0% vehicle, 100% cell-free pure enzyme wells; activation, % at 5.96 µM; 340,000 compounds, 0.073% hits; AID 493087, 2011;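 active = activation above the mean of all tested compounds plus 3 SD, set per screening campaign, cut at about 17% in these data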
HCV NS3 hel inh – inhibitors of HCV NS3 helicase, primary screen, biochemical, Cy5 molecular beacon fluorescence. Hepatitis C virus NS3 helicase. NS3 helicase DNA unwinding. inhibition, % at 10.9 µM. 290,000 compounds, 0.56% hits. AID 1800, 2009;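 active = inhibition above the mean of all tested compounds plus 3 SD, set per campaign, cut at about 35% in these data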;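 note: 0% = DMSO wells and 100% = thioflavine S control wells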
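System: Hepatitis C virus NS3 helicase domain fragment enzyme | Reagent: Annealed dual-labelled DNA beacon duplex, ATP-started | Compound dosing: 10.9 µM single point, 0.8% DMSO | Incubation: 1 h reaction at 25 °C, ATP-initiated | Technique: Cy5 fluorescence | Evaluation: Percent inhibition from t60/t0 fluorescence ratio | Benchmarks: Low DMSO, high thioflavine S at 110 µM | Replication: Singlicate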
VIM-2 inhibitor – VIM-2 metallo-beta-lactamase inhibitors, primary screen, biochemical, epi-absorbance readout, Pseudomonas aeruginosa enzyme; 290,000 compounds, 0.89% hits; AID 1527, 2009; purified VIM-2, nitrocefin hydrolysis, epi-absorbance fluorescence; inhibition, % at 5.6 µM;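 active = inhibition above the mean of all tested compounds plus 3 SD, cutoff set per screening run, cut at about 7.5% in these data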;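 note: red hydrolysis product quenches plate fluorescence so inhibitors raise well fluorescence; 0% = enzyme with DMSO and 100% = DMSO without enzyme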
IDE inh – human IDE inhibitors in live cells, primary screen, fluorescence polarization, HEK cells, FAbetaB substrate; Insulin-degrading enzyme (Homo sapiens), P14735; FAbetaB cleavage; inhibition, % at 5.59 µM; 320,000 compounds, 0.41% hits;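 active = percent inhibition above the average of all tested compounds plus 3 SD, set per screening campaign, cut at about 16% in these data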;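 note: IDE supplied by intact live HEK cells; FP after avidin binding of uncleaved biotin substrate so inhibition keeps polarization high; 0% = DMSO wells and 100% = 60 µM reference IDE inhibitor Ii1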
Numbers without * were called inactive; · = no result given.

smiles | IMP-1 inh | pCIP destab | UBC9 SUMO inh | CRFR2-BP antag | GalR3 antag | IDE act | HCV NS3 hel inh | VIM-2 inhibitor | IDE inh
CSc1nccc(NC(=O)c2cccc(Br)c2)n1 | -2.6 | 10 | -12 | -10 | -10 | -5 | -4 | -0.5 | 11
O=C(NCCCN1CCOCC1)c1cc(-c2ccc(F)cc2)on1 | -3.6 | 0 | -7 | 31 | -6 | 0 | 3 | -4.8 | -5
CCc1ccc(C(=O)c2ccccc2C(=O)O)s1 | -2.6 | -13 | -3 | 3 | -4 | 0 | 8 | -0.3 | 6
COC(=O)c1cccc(Cn2cc([N+](=O)[O-])cn2)c1 | -0.7 | 10 | -4 | · | · | · | 3 | 0.0 | 9
Cc1ccc2nc(COc3ccc(Cl)cc3)cc(=O)n2c1 | -2.7 | -6 | 11 | -7 | -4 | 3 | 22 | -2.9 | 1
CC(=O)c1ccc(S(=O)(=O)N(C)CC(=O)NCC2CCCCC2)cc1 | -3.2 | -6 | 16 | 8 | -10 | 4 | 0 | 0.0 | -4
CC(/C=N/NC(=O)c1ccco1)=C\c1ccccc1 | -2.4 | 4 | 9 | 4 | -7 | -1 | 3 | -2.1 | 0
Cc1ccc(C)n1-c1cc([N+](=O)[O-])ccc1-n1ccnc1 | -3.5 | -13 | -4 | 4 | -6 | · | 9 | -2.8 | 0
Cc1cc(NC(=O)CSc2nnc(Cn3c(=O)sc4ccccc43)n2-c2ccccc2C)no1 | -3.2 | 3 | -4 | 22 | 4 | 5 | -5 | -2.0 | 3
O=C(C1=C(O)C(=O)N(CCN2CCOCC2)C1c1ccc([N+](=O)[O-])cc1)c1cccs1 (stereo not drawn) | -1.6 | 1 | 10 | -3 | · | 1 | -3 | -0.1 | 2
O=C(CSc1nnc(-c2ccncc2)n1CCc1ccccc1)N1CCCC1 | -1.1 | -10 | 14 | · | · | · | -4 | -1.1 | -3
CC(C)(C)c1ccc(C(=O)NCC(=O)OCC(=O)Nc2ccc3c(c2)OCCO3)cc1 | -3.2 | 3 | -20 | -46 | -3 | 3 | 1 | 0.6 | 2
CCOC(=O)CCCCC(=O)c1[nH]c(=O)[nH]c1CN1CCOCC1 | -4.0 | 3 | 10 | 30 | -11 | -3 | 0 | -2.9 | -1
O=C(O)C1CCCCC1C(=O)Nc1ccc(F)c(F)c1 (stereo not drawn) | -2.3 | 6 | 2 | 9 | -5 | -2 | -3 | -0.3 | 7
Cc1ccoc1C(=O)NCCNc1ccc(Cl)cc1[N+](=O)[O-] | -3.9 | 4 | -14 | 19 | -6 | 7 | 1 | -5.3 | -1
CCOc1ccc(-c2nnc3ccc(SCc4ccc(C(=O)OC)o4)nn23)cc1 | -0.2 | -2 | 22 | 36 | 0 | -2 | -3 | 0.4 | 4
O=C(NC1CCCCC1)N1CCC(n2c(=O)[nH]c3ccccc32)CC1 | · | -4 | 2 | -29 | · | -6 | · | · | 5
O=C(CCCCCCC(=O)NCc1ccccc1)NCc1ccccc1 | -3.8 | -7 | 5 | 8 | -9 | 1 | 4 | 0.3 | -1
COc1ccc(CCNC(=S)N(C)C)cc1OC | -1.6 | -12 | 8 | 1 | 0 | · | 1 | -1.9 | 0
COc1ccc(-c2sc3ccccc3c2C#CC2(O)CCCCC2)cc1 | -3.1 | 2 | -14 | -11 | -4 | 3 | -16 | -1.4 | -1
C[C@H]1[C@H](C)CC[C@]2(C(=O)O)CC[C@]3(C)C(=CC[C@@H]4[C@@]5(C)C[C@@H](O)[C@H](O)C(C)(C)[C@@H]5CC[C@]43C)[C@H]12 | -3.2 | 1 | -20 | -3 | · | -3 | 5 | -1.0 | -3
COc1cccc(/C=N/NC(=O)c2ccc3nc[nH]c3c2)c1O | -3.1 | -15 | 10 | -6 | -3 | 6 | -1 | -4.0 | 5
O=C(Nc1cccc(Cl)c1)c1ccc(NCC2CCCO2)c([N+](=O)[O-])c1 (stereo not drawn) | -3.8 | -3 | 4 | 8 | -5 | 4 | -7 | -3.2 | 1
CCc1cc2cc3c(cc2nc1SCC(=O)Nc1cc(OC)c(OC)cc1C(=O)O)OCO3 | -3.4 | -17 | 32 | · | · | · | 3 | -4.7 | 11
Nc1c(Cl)cc(C2=NCCn3c2c2ccc([N+](=O)[O-])cc2[n+]3[O-])cc1Cl | · | · | · | -8 | -6 | -2 | · | · | 0
Cc1ccc(-n2[nH]c(C)c(CCC#N)c2=O)cc1 | -2.0 | -9 | 0 | 18 | · | 6 | 0 | -4.7 | -1
COc1ccc(OC)c(NC(=O)c2cccc(Cn3cc(Br)c([N+](=O)[O-])n3)c2)c1 | -3.3 | -18 | 7 | 39 | 0 | 0 | -7 | -3.3 | 0
O=C(NNC(=O)c1cccnc1SCc1cccc([N+](=O)[O-])c1)c1cccnc1 | 0.2 | -7 | 9 | 12 | 10 | 1 | -3 | -2.4 | -5
COC(CNC(=O)c1ccc2nc3ccccc3c(=O)n2c1)OC | -0.1 | -12 | 47 | -5 | -13 | 0 | 9 | 0.6 | 4
CN(C)c1ccc2c(=O)[nH][nH]c(=O)c2c1 | -2.9 | -7 | 22 | -11 | 0 | 7 | 1 | -1.9 | -2

(next part)
smiles | IMP-1 inh | pCIP destab | UBC9 SUMO inh | CRFR2-BP antag | GalR3 antag | IDE act | HCV NS3 hel inh | VIM-2 inhibitor | IDE inh
COCC(C)NS(=O)(=O)c1ccc(NC(=O)C(Cc2ccccc2)NC(N)=O)cc1 (stereo not drawn) | -1.6 | 4 | -10 | 5 | -3 | 0 | 1 | -2.8 | 3
Cc1cccn2c(=O)nc(SCC(=O)NCc3ccc4c(c3)OCO4)nc12 | · | · | · | 17 | -1 | 2 | · | · | 1
COc1cccc(OC)c1OC(=O)c1cnccn1 | -2.7 | 0 | -6 | -6 | -1 | 1 | 0 | -1.7 | -10
CCOCc1nnc(NC(C)=O)s1 | 0.2 | -6 | -9 | -11 | -1 | 9 | 12 | -0.1 | 1
CCc1ccc(C(=O)OCC(=O)NCCNC(=O)COC(=O)c2ccc(CC)cc2)cc1 | 1.4 | 9 | 4 | -10 | -2 | -2 | -5 | -1.7 | -1
Cc1cc(C)n2nc(SCC(=O)N/N=C/c3ccccn3)nc2n1 | -3.3 | 0 | -14 | 27 | -1 | -3 | 6 | -1.4 | 0
CCNC(=S)N/N=C(\C)c1ccc2ccccc2c1 | -2.4 | 9 | 2 | · | · | · | 0 | -2.8 | -3
COc1ccc(OC)c(/C=c2\sc3nc(-c4cccs4)nn3c2=O)c1 | -4.5 | -22 | 6 | -217 | -4 | 6 | 16 | -5.6 | 1
CSc1nc(N)nc2c1ncn2CC(=O)N[C@H](C)c1cccc2ccccc12 | · | · | · | 2 | -3 | 1 | · | · | 4
C=C(C)C1CCC2(C(=O)O)CCC3(C)C(CCC4C5(C)C(C=O)C(O)C(C)(C)C5CCC43C)C12 (stereo not drawn) | · | 4 | -18 | -16 | -9 | 7 | · | · | 4
O=C(CSc1ccc2ccccc2c1Br)Nc1cccc(S(=O)(=O)NC2=NCCCCC2)c1 | -0.4 | -8 | -21 | 8 | 4 | 7 | -11 | -2.2 | -3
CCc1ccccc1N1CC23C=CC(O2)C(C(=O)OCC(C)C)C3C1=O (stereo not drawn) | -5.0 | -15 | 7 | -12 | 2 | 3 | 10 | -3.1 | 0
O=C1CC(N2CCN(c3ccc(F)cc3)CC2)C(=O)N1Cc1cccs1 (stereo not drawn) | -3.4 | -8 | -9 | 9 | -5 | 2 | -2 | 0.2 | -6
COc1ccc(CCNC(=O)CCN2C(=O)COc3ccc(C)cc32)cc1OC | -3.8 | 3 | 27 | 9 | -5 | 12 | 2 | -1.5 | 0
Cc1ccc(C(=O)NCC(=O)Nc2ccncc2)cc1 | -5.4 | -13 | 9 | -4 | -2 | 2 | 0 | -4.5 | 0
c1ccc(Cn2c(CSc3nnnn3-c3ccccc3)nc3ccccc32)cc1 | -0.8 | 3 | 14 | 8 | -8 | 1 | -5 | -0.9 | -4
O=C(CN(c1ccccc1F)S(=O)(=O)c1ccccc1)Nc1ccc2c(c1)OCCO2 | -0.7 | -22 | 2 | 8 | -3 | 4 | -1 | -1.9 | 1
Cc1ccc(NC2OC(CO)C(O)C(O)C2O)cc1 (stereo not drawn) | -0.7 | -19 | -21 | 1 | -2 | 3 | -11 | 0.5 | 4
O=C1CC(NNc2ccccc2)C(=O)N1c1ccccc1 (stereo not drawn) | -0.1 | -6 | 12 | -7 | -5 | 1 | 23 | -3.7 | 1
CCc1ccc(NC2CC(=O)N(c3ccc(OC)cc3OC)C2=O)cc1 (stereo not drawn) | -2.0 | 0 | -12 | 30 | -8 | -4 | -1 | -0.2 | 2
CC(=O)c1sc(NC(=O)C(C)C)nc1C | -0.6 | 2 | -14 | 2 | -3 | 0 | 0 | -2.2 | -1
COc1cccc(CNS(=O)(=O)c2ccc(-n3cnnn3)c(C)c2)c1 | -0.9 | -11 | 18 | 2 | -8 | 3 | 7 | -1.2 | -4
CCC(C)C(=O)Nc1nc(C)c(-c2csc(Nc3cc(OC)ccc3OC)n2)s1 (stereo not drawn) | -2.6 | 10 | -17 | -11 | 0 | -2 | -20 | -2.5 | -4

Look-ups from the list.
Under IDE act, `COc1ccc(OC)c(/C=c2\sc3nc(-c4cccs4)nn3c2=O)c1` reads 6
Under IDE inh, `CCOCc1nnc(NC(C)=O)s1` reads 1
Under IDE act, `O=C(CN(c1ccccc1F)S(=O)(=O)c1ccccc1)Nc1ccc2c(c1)OCCO2` reads 4
Under GalR3 antag, `Cc1ccc(C(=O)NCC(=O)Nc2ccncc2)cc1` reads -2
Under GalR3 antag, `O=C1CC(N2CCN(c3ccc(F)cc3)CC2)C(=O)N1Cc1cccs1` (stereo not drawn) reads -5

Reformatted as labelled records: entries from further up.
> CCc1ccc(NC2CC(=O)N(c3ccc(OC)cc3OC)C2=O)cc1 (stereo not drawn)
  IMP-1 inh: -2.0 | pCIP destab: 0 | UBC9 SUMO inh: -12 | CRFR2-BP antag: 30 | GalR3 antag: -8 | IDE act: -4 | HCV NS3 hel inh: -1 | VIM-2 inhibitor: -0.2 | IDE inh: 2

> CC(=O)c1sc(NC(=O)C(C)C)nc1C
  IMP-1 inh: -0.6 | pCIP destab: 2 | UBC9 SUMO inh: -14 | CRFR2-BP antag: 2 | GalR3 antag: -3 | IDE act: 0 | HCV NS3 hel inh: 0 | VIM-2 inhibitor: -2.2 | IDE inh: -1
